P. falciparum M17LAP – P. falciparum M17LAP inhibitors, primary screen, biochemical, fluorogenic H-Leu-NHMec substrate, 1536-well (AID 1619). recombinant M17LAP, H-Leu-NHMec fluorogenic kinetic assay; higher % means a stronger effect. one-dose inhibition, % at 30 µM; IC50 in µM for titrated hits. 220,000 compounds, 0.38% hits;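 active = compound inhibiting the enzyme by more than half at any dose during confirmatory dose-response retesting; inconclusive = strong single-dose inhibitors picked by rank but not retested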;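 also: plate controls were full reaction with DMSO carrier for no effect and no enzyme background for full effect; strong numbers were not always called active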
LYP inhibition – inhibitors of LYP phosphatase, biochemical, fluorescence intensity, uHTS (AID 1779). recombinant LYP phosphatase, fluorescence intensity; higher % means a stronger effect. inhibition, % at 11.5 µM, or IC50 in µM where a hit was titrated. 290,000 compounds, 0.054% hits;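 also: plate controls were vehicle with enzyme for no effect and no enzyme for full effect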
Myeloid diff MLP – myeloid differentiation induction; AID 624256; 360,000 compounds, 1% hits; calls only at 10 µM; ER-HoxA9 myeloid progenitors, lysozyme-GFP differentiation, flow cytometry;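 active = normalized GFP-positive differentiation at or above the plate's own cutoff, the solvent-only control mean plus 3 SD; inconclusive = no clear call, values can overlap the other calls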;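 also: cells exposed to compound for four days before flow analysis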
M1AAP inhibition – P. falciparum M1AAP inhibitors, biochemical, fluorogenic H-Leu-NHMec substrate, 1536-well (AID 1445); recombinant M1AAP, H-Leu-NHMec fluorogenic kinetic assay; higher % means a stronger effect; inhibition, % at 30 µM, or IC50 in µM where a hit was titrated; 220,000 compounds, 0.42% hits;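 active = primary inhibition above the hit cutoff, then over 50% inhibition at one or more dose response concentrations, cut at about 23% in these data, passing the limit was not always enough; inconclusive = conflicting primary data, or primary hits not chosen for dose response; inactive = low primary inhibition, or under 50% at every dose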;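 also: plate controls were DMSO full reaction for no effect and no enzyme background for full effect; strong numbers were not always called active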
human PMI inhibition – MPI enzyme activity inhibition – biochemical, fluorescence intensity, coupled assay, primary screen (AID 1209); purified PMI enzyme, coupled fluorescence intensity; higher % means a stronger effect; one-dose inhibition, % at 20 µM; IC50 in µM for titrated hits; 190,000 compounds, 0.42% hits;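 also: plate controls were DMSO vehicle for no effect and wells lacking substrate for full effect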
human PMI inhibitors – human PMI inhibitors, high substrate, primary screen, biochemical, fluorescence intensity, high mannose 6-phosphate (AID 1220); recombinant PMI enzyme, coupled fluorescence intensity; higher % means a stronger effect; inhibition, % at 20 µM; hits with a dose series show IC50 in µM; 190,000 compounds, 0.66% hits
TNAP activation fold – stimulation of alkaline phosphatase TNAP activity – biochemical, luminescent, no phosphate acceptor, uHTS, primary screen (AID 1001); purified TNAP, luminescent activation assay, no phosphate acceptor; higher activation fold means a stronger effect; activation fold at 20 µM, or EC50 in µM where a hit was titrated; 200,000 compounds, 0.03% hits; in the data active = activation fold from about 3, or a potency from the dose series; inactive = the rest, 99 in 100 with activation fold below about 1.6; also: many of its hits are not listed in these tables
ER stress rescue – rescue of cells from ER stress-induced death, primary screen, 384-well, CSM14.1, thapsigargin, ATP luminescence (AID 1222); CSM14.1 thapsigargin-induced death rescue, ATP luminescence; higher % means a stronger effect; cellular ATP content (survival), % at 20 µM, or EC50 in µM where a hit was titrated; 190,000 tested, under 10 active;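 active = EC50 below 50 µM in the dose-response confirmation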;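 also: death triggered by thapsigargin at about 15 µM added after 2 h compound pretreatment; cell ATP read after overnight thapsigargin exposure of roughly 18 to 22 hours; normalized against plate controls of thapsigargin alone and 5% DMSO vehicle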
XIAP antagonists – XIAP antagonists, biochemical, IAP family, fluorescence polarization (AID 1018); displacement, % at 20 µM; hits with a dose series show IC50 in µM; 200,000 compounds, 0.007% hits; XIAP BIR domain, fluorescence polarization peptide displacement; higher % means a stronger effect; in the data active = displacement above about 50%; also: a part of the inactive calls stands beside numbers as strong as those of hits
Myeloid diff MLP GFP+ MAC1+ % – also measured in Myeloid diff MLP; calls as there; GFP+ MAC1+ double positive, %; measured here: differentiation confirmed by MAC1 staining
An asterisk follows results filed as active; i = inactive; ? = inconclusive; / = not tested or not shown. Rule as the data show it, unless noted: active = inhibition above about 50%; inactive = the rest. The list is partial; rates above refer to the full screens.

smiles | P. falciparum M17LAP | LYP inhibition | Myeloid diff MLP | Myeloid diff MLP GFP+ MAC1+ % | M1AAP inhibition | human PMI inhibition | human PMI inhibitors | TNAP activation fold | ER stress rescue | XIAP antagonists
CSc1ccc(C(=O)C2CCCN(Cc3cc4ccccc4[nH]3)C2)cc1 (centres undefined) | 4% | -2% | i | 0.1 | 2% | 9% | -2% | 1.1 | 0.7% | -1.6%
COc1ccc2c(c1OC)C(=O)OC2c1c(O)n(Cc2ccc(F)cc2)c(=O)[nH]c1=O (centres undefined) | 12% | -3% | i | 1.3 | -6% | -6% | -13% | 1.1 | 1.5% | -2.0%
Oc1cccc(/C=N/NP(=S)(c2ccccc2)c2ccccc2)c1 | 4% | -6% | i | 1.2 | 0% | 14% | 12% | 1 | -0.2% | -3.8%
CCCCCCN1CCN(c2ccccc2Cl)CC1 | -2% | 1% | i | 0.8 | -1% | -18% | -15% | 1.1 | / | -11%
OC1(c2ccc(F)cc2)CC2CCC(C1)N2Cc1nnnn1C1CCCCC1 (centres undefined) | 3% | -2% | i | 3.0 | 4% | 4% | 9% | 1 | -2.3% | -7.0%
O=Cc1c(C(=O)O)n(Cc2ccc(Cl)cc2)c2ccccc12 | -51% | 1% | i | 0.8 | 23% | -8% | -8% | 1 | 3.6% | -15%
CCc1cc2c(N3CCN(C)CC3)ncnc2s1 | -3% | -4% | i | 1.4 | 3% | -26% | -16% | 1.1 | -0.8% | 3.4%
CCN1CCc2ccccc2C1 | 8% | -12% | i | 0.1 | -1% | / | / | / | / | /
S=P(Nn1cnnc1)(c1ccc(Br)cc1)c1ccc(Br)cc1 | 5% | -5% | i | 0.2 | -1% | 2% | 3% | 1.2 | -1.0% | -9.4%
Cc1nn(Cc2ccccc2)c(C)c1C=C1C(=O)NC(=O)NC1=O | -3% | -5% | i | 0.8 | -5% | 0% | 1% | 1.1 | -2.2% | -2.5%
O=[N+]([O-])c1cccc2c([As](=O)(O)O)cccc12 | 2% | -8% | i | 0.8 | 1% | / | / | / | / | /
Cc1ccc2c(c1)C1CN(C)CCC1N2C(=O)c1cccs1 (centres undefined) | -7% | 0% | i | 0.3 | 1% | / | / | / | / | /
CCN(CC)CCN=C(C)c1c(O)n(-c2ccccc2OC)c(=O)[nH]c1=O | 0% | -11% | i | 1.3 | 1% | -5% | -2% | 1.1 | -3.3% | 30%
Cc1ccc(-n2c(O)c(C=Nc3ccc(Br)cn3)c(=O)[nH]c2=O)cc1 | 8% | 3% | i | 0.4 | 1% | -23% | -8% | 1.5 | 0.3% | -0.4%
N#Cc1cc2c(nc1SCC(=O)Nc1cc(Cl)cc(Cl)c1)C1CCN2CC1 | -2% | -7% | i | 0.7 | 3% | 1% | -2% | 1.1 | -1.1% | -5.2%
CN(C)CCN=Cc1c(O)n(Cc2ccco2)c(=O)[nH]c1=O | 11% | -9% | i | 1.1 | 2% | -5% | -12% | 1.1 | -0.4% | -5.8%
COc1ccc(C[C@@H]2c3cc(O)c(OC)cc3CCN2C)cc1O | 8% | -8% | i | 1.8 | 4% | -8% | 0% | 1.1 | 7.1% | -4.3%
Cc1nn(Cc2ccccc2)c(Cl)c1C(=O)OCC(=O)N1CCCC1 | 7% | -1% | i | 0.5 | 4% | -8% | -10% | 1.1 | 0.8% | -4.8%
Cc1cccnc1-n1c(-c2ccco2)nc2ccccc2c1=O | 14% | -2% | i | 0.5 | 12% | 2% | 15% | 1 | -1.7% | -5.3%
COc1ccc2[nH]c(C)c(CCNCc3cc(OC)c(OC)c(OC)c3)c2c1 | 7% | -6% | i | 0.7 | 8% | -1% | 19% | 1.1 | -2.0% | -7.0%

Entries of single compounds, quoted from the list. Order of values: P. falciparum M17LAP, LYP inhibition, Myeloid diff MLP, Myeloid diff MLP GFP+ MAC1+ %, M1AAP inhibition, human PMI inhibition, human PMI inhibitors, TNAP activation fold, ER stress rescue, XIAP antagonists
CCN1CCc2ccccc2C1 in the list: 8%, -12%, i, 0.1, -1%, /, /, /, /, /
Oc1cccc(/C=N/NP(=S)(c2ccccc2)c2ccccc2)c1 in the list: 4%, -6%, i, 1.2, 0%, 14%, 12%, 1, -0.2%, -3.8%
Cc1ccc(-n2c(O)c(C=Nc3ccc(Br)cn3)c(=O)[nH]c2=O)cc1 in the list: 8%, 3%, i, 0.4, 1%, -23%, -8%, 1.5, 0.3%, -0.4%
CCN(CC)CCN=C(C)c1c(O)n(-c2ccccc2OC)c(=O)[nH]c1=O in the list: 0%, -11%, i, 1.3, 1%, -5%, -2%, 1.1, -3.3%, 30%
CSc1ccc(C(=O)C2CCCN(Cc3cc4ccccc4[nH]3)C2)cc1 (centres undefined) in the list: 4%, -2%, i, 0.1, 2%, 9%, -2%, 1.1, 0.7%, -1.6%

Next entries follow:
Sequence of screens – P. falciparum M17LAP, LYP inhibition, Myeloid diff MLP, Myeloid diff MLP GFP+ MAC1+ %, M1AAP inhibition, human PMI inhibition, human PMI inhibitors, TNAP activation fold, ER stress rescue, XIAP antagonists
CCN(CC)CCCN=Cc1c(O)n(CCc2ccc(F)cc2)c(=O)[nH]c1=O
 : 8%, -6%, ?, /, 3%, -5%, -2%, 1.1, -1.7%, 3.7%
Cc1cccc(N2C(=O)NC(=O)/C(=C\c3cccn3-c3ccc(Cl)cc3)C2=O)c1
 : 6%, 3%, i, 1.7, 7%, -2%, -9%, 1, 0.3%, -6.6%
COc1cc(N2CCOCC2)ccc1/C=C1\C(=O)NC(=O)N(C2CCCCC2)C1=O
 : 28%, 8%, i, 0.7, 4%, 14%, 22%, 0.9, 18%, 1.2%
O=C(CCN1CCOCC1)NCC(=O)Nc1ccc(Br)cc1C(=O)c1ccccc1
 : -1%, -7%, i, 0.7, 17%, -7%, -2%, 1, -0.9%, -5.1%
Cc1cc(N(CCCl)CCCl)ccc1/C=N/NC(=O)c1ccco1
 : 8%, -4%, ?, /, 8%, -32%, -52%, 1, -0.8%, -1.8%
COc1ccc(NC(=S)NC(NC(=O)CF)C(Cl)(Cl)Cl)c([N+](=O)[O-])c1 (centres undefined)
 : 12%, -12%, i, 2.0, 3%, 8%, -1%, 1, -0.3%, -3.0%
COc1cc2c(cc1OC)-c1c3c(cc4c1[C@@H](C2)N(C)CC4)OCO3
 : 10%, -3%, i, 2.7, 7%, 2%, 38%, 1.1, -1.4%, -4.3%
O=C(NCc1ccc(C(=O)N2CCC3(CC2)OCCO3)cc1)c1cccc(Br)c1
 : 11%, 2%, i, 5.3, 1%, -5%, 5%, 0.9, -1.3%, -21%
O=C(c1csc2c1CCCCC2)N1CCC2(CC1)OCCO2
 : -6%, 0%, i, 4.2, 1%, -3%, 0%, 1, -1.3%, -23%
Cc1ccc(CN2CCCC(C(=O)c3cccc(C(F)(F)F)c3)C2)o1 (centres undefined)
 : 8%, -4%, i, 0.0, 0%, 7%, -2%, 1.1, -0.9%, -3.5%
Cc1cc(C(=O)CS(=O)c2ccc(F)cc2)cc(C)c1OC(=O)N(C)C (centres undefined)
 : 29%, 1%, i, 0.5, 3%, -1%, -6%, 1.1, -0.8%, -4.1%
O=C(CN1C(=O)CCSc2ccccc21)N1CCC2(CC1)OCCO2
 : 11%, -5%, i, 7.2, -2%, 3%, 6%, 1.1, -0.6%, 0.0%
O=[N+]([O-])c1cc(S(=O)(=O)c2ccc(O)c([N+](=O)[O-])c2)ccc1O
 : 35%, -3%, i, 0.2, 17%, 4%, 39%, 0.8, -1.0%, -4.4%
CCOC(=O)C(C)Oc1cc(C)cc2oc(=O)c3c(c12)CCCC3 (centres undefined)
 : 1%, -6%, i, 17, 3%, 13%, 11%, 1.1, 0.4%, -2.1%
CC(C)(C)N1C(=O)NC(=O)/C(=C\c2ccc3c(c2)CCN3CCCCl)C1=O
 : 3%, -4%, i, 1.0, 5%, /, /, /, /, /
O=C1NC(=O)C(=CN2CCc3ccccc32)C(=O)N1
 : 7%, -7%, i, 0.1, 8%, 16%, 23%, 1, -1.3%, -13%
c1ccc2c(c1)CNc1ccccc1O2
 : -14%, -7%, i, 1.0, 7%, 10%, 15%, 1.1, -2.1%, -22%
COc1ccccc1CCNC1CCC(C)CC1 (centres undefined)
 : 14%, -6%, i, 1.2, 7%, 12%, 9%, 1.1, -2.9%, -2.9%
CCN1CCC2(CC1)NC(=O)c1ccccc1O2
 : 2%, -6%, i, 0.9, 1%, -5%, -2%, 1.1, 1.7%, -3.9%
CC(NC1CCCCC1)C(O)C12CC3CC(CC(C3)C1)C2 (centres undefined)
 : -7%, -2%, i, 0.5, 12%, 11%, 7%, 1, -0.6%, -3.9%
c1ccc2c(CN3CCCCC3)c[nH]c2c1
 : 2%, -7%, i, 0.6, 1%, /, /, /, /, /
Cc1cc(C=C2C(=O)N(C)C(=S)N(C)C2=O)c(C)n1C1CCCC1
 : 37%, -4%, i, 0.2, 6%, 6%, 0%, 1, -0.3%, -5.7%
COc1cc(/C=C2\C(=O)NC(=O)N(CCc3ccc(F)cc3)C2=O)ccc1O
 : 16µM*, -1%, i, 0.3, 15%, -3%, -3%, 0.6, 4.0%, -4.9%
COc1ccc(C2NCCc3[nH]cnc32)cc1 (centres undefined)
 : -4%, -11%, i, 0.5, 4%, 3%, -2%, 1, 1.2%, -4.2%
Cc1ccc(P(=S)(c2ccc(C)o2)N2CCOCC2)o1
 : 4%, 0%, i, 1.3, -2%, 11%, 11%, 1, -2.8%, -0.4%
CCOP(=O)(OCC)/C(C#N)=C/c1ccoc1
 : -2%, -6%, i, 0.4, -1%, /, /, /, /, /
NCCc1c[nH]c2ccc(F)cc12
 : /, -11%, /, /, /, 1%, -4%, 1.1, -2.6%, -6.2%
O=C(CNC(=O)c1ccccc1)Nc1ccc(Br)cc1C(=O)c1ccccc1
 : 6%, 1%, i, 1.0, -4%, 6%, 6%, 1, -1.4%, -5.9%
O=C(c1cccs1)C1CN2CCC1CC2 (centres undefined)
 : -5%, -1%, i, 1.1, -10%, 10%, 12%, 1.1, /, -3.5%

Part of the list above, with each value named:
SMILES: O=C1NC(=O)C(=CN2CCc3ccccc32)C(=O)N1
- P. falciparum M17LAP = 7%
- LYP inhibition = -7%
- Myeloid diff MLP = i
- Myeloid diff MLP GFP+ MAC1+ % = 0.1
- M1AAP inhibition = 8%
- human PMI inhibition = 16%
- human PMI inhibitors = 23%
- TNAP activation fold = 1
- ER stress rescue = -1.3%
- XIAP antagonists = -13%
SMILES: OC1(c2ccc(F)cc2)CC2CCC(C1)N2Cc1nnnn1C1CCCCC1 (centres undefined)
- P. falciparum M17LAP = 3%
- LYP inhibition = -2%
- Myeloid diff MLP = i
- Myeloid diff MLP GFP+ MAC1+ % = 3.0
- M1AAP inhibition = 4%
- human PMI inhibition = 4%
- human PMI inhibitors = 9%
- TNAP activation fold = 1
- ER stress rescue = -2.3%
- XIAP antagonists = -7.0%

Source: PubChem
